GALK inh – inhibitors of human galactokinase; P51570; Purified GALK, Kinase-Glo residual ATP luminescence; Potency, µM (top dose mostly 57.5 µM), for inactives: at the top dose activity change, negative = inhibition, hits mostly inhibitors; 270,000 compounds, 0.007% hits; AID 1868; further: potency means the concentration at half of the fitted maximal effect; on the % scale 0 is the no-effect control and ±100 the full control effect
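The enzyme phosphorylates galactose (100 uM) using ATP (35 uM); inhibition is detected as higher residual ATP, quantified by bioluminescence after 1 h reaction at room temperature, pH 8.0.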
Tb PFK inh – T. brucei PFK enzyme inhibition. O15648. T. brucei PFK, ADP-Glo luminescence. Potency, µM (doses to about 57.5 µM), for inactives: at the highest dose activity, negative = inhibition, most hits filed as inhibitors. 330,000 compounds, 0.17% hits. AID 485367;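 further: potency means the concentration at half of the fitted maximal effect; 0% = uninhibited 1x PFK enzyme wells and -100% = no-enzyme wells; nearly all actives have a fitted effect of over 60% in size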
Target sequence (O15648 whole entry, looked up): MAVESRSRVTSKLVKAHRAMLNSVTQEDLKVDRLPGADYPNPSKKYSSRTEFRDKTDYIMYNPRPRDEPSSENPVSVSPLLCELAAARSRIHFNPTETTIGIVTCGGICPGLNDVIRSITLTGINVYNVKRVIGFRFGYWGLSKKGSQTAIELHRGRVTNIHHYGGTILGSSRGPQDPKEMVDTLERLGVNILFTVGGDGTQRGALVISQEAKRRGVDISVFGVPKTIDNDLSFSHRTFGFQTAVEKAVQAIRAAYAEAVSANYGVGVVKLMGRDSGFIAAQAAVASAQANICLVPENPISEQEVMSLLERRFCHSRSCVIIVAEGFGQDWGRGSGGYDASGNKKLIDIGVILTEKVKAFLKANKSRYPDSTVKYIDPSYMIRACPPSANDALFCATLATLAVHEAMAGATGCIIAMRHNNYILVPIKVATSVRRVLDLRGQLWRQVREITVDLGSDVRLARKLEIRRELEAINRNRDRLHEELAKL
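ADP-Glo luminescence quantified ADP after 45 min at room temperature, with 1.25 nM T. brucei PFK, 0.1 mM ATP and 0.5 mM fructose-6-phosphate in pH 8.0 TEA buffer. qHTS titrations up to 57 µM; curves classified by quality.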
Coupling enz – coupling enzyme interference in Giardia aldolase counter-screen. AID 2472. activity change, negative = inhibition, % at 58.2 µM, hits read low. 290,000 compounds, 0.67% hits. coupling enzyme system counterscreen, AmpLite Red fluorescence; in the data active means activity change below about -30%; further: on the % scale 0 is the no-effect control and ±100 the full control effect
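Activity here indicates interference with the coupling reaction, not aldolase inhibition. Compounds at 57.5 uM final met coupling enzymes for 10 min at RT; substrate and AmpLite Red detection followed, with a 525/598 nm fluorescence read after 20 min.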
BCR signal inh – inhibitors of chronic active B-cell receptor signaling; ABC-DLBCL IkBa-CBG/CBR reporter, luminescence ratio, 4 h; Potency, µM (highest dose often 46.1 µM), for inactives: top-dose ratio change, negative = lower green/red ratio, actives largely listed as inhibitors; 340,000 compounds, 0.05% hits; AID 493014; active means well fitted inhibition curve with a large enough effect in the signal ratio, with a control signal flat, not every such curve was filed as active; inconclusive means small, poorly fitted or top-dose-only effect, or effect the other way, or a change in a side signal; the % refers to the signal ratio;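 further: potency means the concentration at half of the fitted maximal effect; plate controls were basal doxycycline-induced cells for no effect and cells given 10 µM MG132 for full effect; MG132 reads +100%, hits lower the ratio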
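Doxycycline induced both beetle luciferases in TMD8 lymphoma cells; IKK-driven degradation limits the IkappaBalpha-fused green signal, while red luminescence normalises for cell number and nonspecific effects. Compounds tested up to 46 uM, 4 hrs.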
PKM2 activator – activators of human pyruvate kinase M2; purified PKM2, Kinase-Glo ATP luminescence, activation; response scale: 0% is enzyme alone, no compound; P14618; 260,000 compounds, 0.34% hits; AID 1631; Potency, µM (series often up to 57.5 µM), for the others: top-dose activation, hits mostly activators; further: potency means the concentration at half of the fitted maximal effect; on the % scale 0 is the no-effect control and ±100 the full control effect; nearly all actives have a fitted effect of over 55% in size
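Kinase-Glo luminescence reports ATP generated from ADP (0.1 mM) and PEP (0.5 mM) by purified hPK-M2 after 1 h at room temperature, pH 7.2 imidazole buffer; intermediate enzyme activity allows detecting inhibitors and activators.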
Giardia kill – kills Giardia lamblia. Giardia lamblia trophozoite viability. activity change, % at 7.66 µM, hits read low. 340,000 compounds, 0.15% hits. AID 540267; in the data active means activity change below about -80%; inconclusive means between about -30% and that limit;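 further: parasites exposed to compound for two days anaerobically before the ATP read; on the % scale 0 is the no-effect control and ±100 the full control effect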
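Giardia trophozoites, 100 cells per well, were exposed to compounds for 48 hrs at 37 deg C under anaerobic conditions; viability was then read as ATP content by bioluminescence after 15-30 min at room temperature.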
Integrin act MD – integrin-mediated muscular dystrophy alleviation activation; 350,000 compounds, 0.064% hits; alpha7betagal myoblasts, beta-gal FDG fluorescence, 48 h; AID 624291; Potency, µM (series often up to 38.3 µM), for the others: at the top dose activation, most hits filed as activators;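 further: potency means the concentration at half of the fitted maximal effect; 100% = response of the positive control SU9516; nearly all actives have a fitted effect of over 60% in size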
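Alpha7betagal+/- myoblasts (passage 13) were plated 16-24 hr, then exposed to compounds (1:260 dilution of DMSO stock) for 48 hours at 37C. After MPER lysis, β-galactosidase reporter activity was read as FDG fluorescence (ex 480/em 540) after 30 minutes.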
TSG101-PTAP inh – blocks PTAP/TSG101 interaction to inhibit HIV-1 budding; Q99816; Fluorescence polarization, FITC-PTAP peptide / Tsg101 binding; Potency, µM (doses to about 115 µM), inactives show at the highest dose activity change, negative = inhibition, actives largely listed as inhibitors; 340,000 tested, under 10 active; AID 493005; active means well fitted inhibition curve with a large enough effect in the main read-out, with a control signal flat, not every such curve was filed as active; inconclusive means small, poorly fitted or top-dose-only effect, or effect the other way, or a change in a side signal; inactive means no such curve, though single readings can be large or run the other way; further: potency means the concentration at half of the fitted maximal effect; % of control where 0% means no effect
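Tsg101 binding domain (10 uM final) was mixed with compound and a FITC-labeled PTAP peptide (50 nM final) in HEPES pH 7.5 buffer with NaCl, Tween 20, EDTA and TCEP; fluorescence polarization was read after 20 min at r.t.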
Menin MLL FP TR – displaces Texas Red mutant MLL peptide from human menin. O00255. Menin + Texas Red MLL mutant peptide, fluorescence polarization. Potency, µM (top dose mostly 61.6 µM), for inactives: top-dose FP activity change, negative = inhibition, hits mostly inhibitors. 270,000 compounds, 0.23% hits. AID 1768; active means well fitted inhibition curve with a large enough effect in the polarisation, with a control signal flat, not every such curve was filed as active; inconclusive means small, poorly fitted or top-dose-only effect, or effect the other way, or a change in a side signal; inactive means no such curve, though single readings can be large or run the other way; the % refers to the polarisation; further: potency means the concentration at half of the fitted maximal effect; % of control where 0% means no effect; many of its hits are not listed in these tables
Target sequence (O00255 whole entry, looked up): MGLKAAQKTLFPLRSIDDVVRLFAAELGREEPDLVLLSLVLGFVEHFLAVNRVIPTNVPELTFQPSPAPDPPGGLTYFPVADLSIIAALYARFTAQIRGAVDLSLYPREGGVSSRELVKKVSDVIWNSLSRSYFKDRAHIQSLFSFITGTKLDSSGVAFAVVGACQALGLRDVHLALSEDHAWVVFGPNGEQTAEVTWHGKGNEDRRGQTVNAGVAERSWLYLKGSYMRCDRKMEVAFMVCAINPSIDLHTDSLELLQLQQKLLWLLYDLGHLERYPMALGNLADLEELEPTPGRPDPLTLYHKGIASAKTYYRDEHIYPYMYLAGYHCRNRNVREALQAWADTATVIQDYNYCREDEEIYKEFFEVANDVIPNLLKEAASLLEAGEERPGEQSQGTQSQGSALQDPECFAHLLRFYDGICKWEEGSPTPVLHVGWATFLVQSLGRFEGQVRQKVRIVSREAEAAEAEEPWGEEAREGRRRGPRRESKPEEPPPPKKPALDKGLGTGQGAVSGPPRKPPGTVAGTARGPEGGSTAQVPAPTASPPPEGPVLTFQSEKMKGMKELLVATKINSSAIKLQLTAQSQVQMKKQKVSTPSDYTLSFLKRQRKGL
S-ASM inh – inhibitors of human secretory acid sphingomyelinase. AID 504937. 340,000 compounds, 0.006% hits. P17405. placental ASM, HMU-PC fluorogenic substrate, 60 min. Potency, µM (highest dose often 57.5 µM), without a hit: at the highest dose activity change, negative = inhibition, actives largely listed as inhibitors; further: potency means the concentration at half of the fitted maximal effect
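Human placenta-derived ASM enzyme was preincubated with compound for 10 minutes at room temperature, then given fluorogenic substrate HMU-PC0 (9 uM final) for 60 minutes at 37 °C; a pH 10 stop preceded fluorescence reading at Ex 386/Em 447 nm.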
B2AR arrestin – beta2AR (human) beta-arrestin recruitment activity; P07550; AID 492947; Potency, µM (series often up to 46.1 µM), without a hit: top-dose activation, actives largely listed as activators; 330,000 compounds, 0.02% hits; beta-arrestin recruitment to beta2AR, cell-based reporter;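 further: potency means the concentration at half of the fitted maximal effect; 0% = DMSO controls and full agonism = EC100 isoproterenol or metaproterenol; nearly all actives have a fitted effect of over 65% in size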
* = called active by the depositor; [ ] = another dose, or the depositor's remark. Unless noted, the call rests on the fitted dose curve; in most records, active means well fitted curve in the direction sought with a large enough effect; inconclusive means small, poorly fitted or top-dose-only effect, or another doubt; inactive means no such curve, though single readings can be large; an effect the other way counts as inactive or inconclusive. Not all compounds are listed; the hit share may differ from the screen's.

COc1ccc2cc(C(=O)C3CCCN(Cc4ccccn4)C3)ccc2c1 (stereo not given) was read as GALK inh 1%, Tb PFK inh 0%, Coupling enz -3, BCR signal inh -16%, PKM2 activator 2%, Giardia kill 13, Integrin act MD -23%, TSG101-PTAP inh 0%, Menin MLL FP TR -22%, S-ASM inh -3% and B2AR arrestin -1.1%.
O=C(O)c1cccc(S(=O)(=O)Nc2cc(Cl)ccc2Cl)c1 was read as GALK inh -2%, Tb PFK inh -3%, Coupling enz 16, BCR signal inh inconclusive, PKM2 activator -3%, Giardia kill -15, Integrin act MD -7%, TSG101-PTAP inh -7%, S-ASM inh 1% and B2AR arrestin -0.1%.
COc1ccccc1NC(=O)COC(=O)/C=C/c1ccc(OC)c(OC)c1 was read as Tb PFK inh 7%, BCR signal inh 0%, Giardia kill 8, Integrin act MD -9%, TSG101-PTAP inh 0%, S-ASM inh 1% and B2AR arrestin 0.4%.
Screening O=C(CCCN1C(=O)c2ccccc2C1=O)NCCN1C(=O)S/C(=C\c2cccs2)C1=O returned GALK inh 4%, Tb PFK inh 0%, Coupling enz -1, BCR signal inh 0%, PKM2 activator -20%, Giardia kill 10, Integrin act MD -6%, TSG101-PTAP inh 0%, Menin MLL FP TR 2%, S-ASM inh -5% and B2AR arrestin -0.5%.
For O=C(O)c1cccc(Oc2cccc(Cl)n2)c1 the results were GALK inh 2%, Tb PFK inh 3%, Coupling enz 2, BCR signal inh -9%, PKM2 activator -6%, Giardia kill -20, Integrin act MD 3%, TSG101-PTAP inh 1%, Menin MLL FP TR 0%, S-ASM inh 10% and B2AR arrestin -0.7%.
CCN(CC)CCCn1c(=S)[nH]c2cc(Cl)ccc2c1=O was read as GALK inh 1%, Tb PFK inh 0%, Coupling enz -3, BCR signal inh 14%, PKM2 activator -1%, Giardia kill 16, Integrin act MD -12%[7.66 µM], TSG101-PTAP inh -1%, Menin MLL FP TR inconclusive, S-ASM inh 3% and B2AR arrestin -0.4%.
For Cc1cc(NC(=O)CCCn2nc([N+](=O)[O-])c(Cl)c2C)no1 the results were GALK inh 1%, Tb PFK inh -1%, Coupling enz 1, BCR signal inh 2%, PKM2 activator -10%, Giardia kill 9, Integrin act MD 19%, TSG101-PTAP inh -2%, Menin MLL FP TR 14%, S-ASM inh 4% and B2AR arrestin 0.1%.
`N/C(=N\c1nc(CSc2ccc(Cl)cc2)cc(=O)[nH]1)Nc1ccccc1C(F)(F)F` gave GALK inh 1%, Tb PFK inh 2%, Coupling enz 2, BCR signal inh -6%, PKM2 activator -26%, Giardia kill 1, Integrin act MD inconclusive, TSG101-PTAP inh 1%, Menin MLL FP TR -14%, S-ASM inh -3% and B2AR arrestin -0.1%.
Screening CCc1ccc(-c2csc3ncn(CC(=O)NCc4ccco4)c(=O)c23)cc1 returned GALK inh 0%, Tb PFK inh -4%, Coupling enz 0, BCR signal inh -9%, PKM2 activator 3%, Giardia kill 7, Integrin act MD -7%, TSG101-PTAP inh 2%, S-ASM inh -3% and B2AR arrestin -1.6%.
Cc1ccc(CN(C)C2CCN(C)CC2)cc1 was read as GALK inh 4%, Tb PFK inh 1%, Coupling enz 1, BCR signal inh 0%, PKM2 activator 4%, Giardia kill 15, Integrin act MD -4%, TSG101-PTAP inh 2%, Menin MLL FP TR 11%, S-ASM inh 0% and B2AR arrestin -0.3%.
S=c1[nH]nc(COc2ccccc2)n1/N=C/c1ccc(Cl)cc1Cl was read as GALK inh 3%, Tb PFK inh -3%, Coupling enz 8, BCR signal inh 11%, Giardia kill 0, Integrin act MD inconclusive, TSG101-PTAP inh -1%, Menin MLL FP TR 39%[activator], S-ASM inh -2% and B2AR arrestin -0.2%.
Screening Cc1ccc(N2CC(C(=O)Nc3ncc([N+](=O)[O-])s3)CC2=O)cc1 (stereo not given) returned GALK inh 1%, Tb PFK inh -23%, Coupling enz 5, BCR signal inh inconclusive, PKM2 activator 0%, Giardia kill -85*, Integrin act MD 7%, TSG101-PTAP inh 0%, Menin MLL FP TR 43%[activator], S-ASM inh -4% and B2AR arrestin 0.1%.
`Cn1cnnc1SCC(=O)NN(c1ccccc1)c1ccccc1` gave GALK inh 2%, Tb PFK inh -2%, Coupling enz -1, BCR signal inh 0%, PKM2 activator 5%, Giardia kill -14, Integrin act MD -17%, TSG101-PTAP inh -3%, Menin MLL FP TR 16%, S-ASM inh 0% and B2AR arrestin -0.7%.
Screening Cc1cccc(OCCCCc2c(C)n[nH]c2C)c1 returned GALK inh 2%, Tb PFK inh -2%, Coupling enz -24, BCR signal inh -9%, PKM2 activator 1%, Giardia kill -3, Integrin act MD -13%[7.66 µM], TSG101-PTAP inh -3%, Menin MLL FP TR -14%, S-ASM inh -2% and B2AR arrestin -0.4%.
`COCCn1c(SCC(=O)Nc2cc(C)nn2-c2ccccc2)nnc1-c1ccncc1` gave GALK inh 2%, Tb PFK inh -16%, Coupling enz 4, BCR signal inh -6%, PKM2 activator -3%, Giardia kill 5, Integrin act MD -7%, TSG101-PTAP inh 2%, Menin MLL FP TR 14%, S-ASM inh 4% and B2AR arrestin -0.4%.
Cc1ccc(-c2csc3nc(SCC(=O)Nc4ccc(Cl)c(C(=O)O)c4)[nH]c(=O)c23)cc1 was read as GALK inh 8%, Tb PFK inh -22%, Coupling enz 11, BCR signal inh 0%, PKM2 activator 0%, Giardia kill -11, Integrin act MD 11%, TSG101-PTAP inh -7%, Menin MLL FP TR 47%[activator], S-ASM inh 0% and B2AR arrestin 0.4%.
`COC(=O)CC1C(C(=O)OC)ON2OC(C(=O)OC)C(C(=O)OC)C12` (stereo not given) gave Tb PFK inh 0%, Coupling enz 5, BCR signal inh 4%, PKM2 activator -2%, Giardia kill 5, Integrin act MD 23%, TSG101-PTAP inh 0%, Menin MLL FP TR 0%, S-ASM inh -1% and B2AR arrestin -0.4%.
Screening O=C(CCn1cnnn1)NC1CCCN(Cc2ccccc2F)C1 (stereo not given) returned GALK inh -5%, Tb PFK inh 1%, BCR signal inh 0%, PKM2 activator 6%, Giardia kill -5, Integrin act MD 14%, S-ASM inh 4% and B2AR arrestin 0.2%.
Screening O=C(NCc1ccco1)c1cccc(S(=O)(=O)N2CCN(Cc3ccccc3)CC2)c1 returned Tb PFK inh -2%, BCR signal inh 21%, Giardia kill 0, Integrin act MD -21%, TSG101-PTAP inh 2%, S-ASM inh 7% and B2AR arrestin 0.0%.
`CCOC(=O)c1[nH]c2ccc(OC)cc2c1N=CN(C)C` gave GALK inh 0%, Tb PFK inh 2%, Coupling enz 0, BCR signal inh 3%, PKM2 activator -7%, Giardia kill 8, Integrin act MD 22%, TSG101-PTAP inh 0%, Menin MLL FP TR -27%, S-ASM inh 93%[activator] and B2AR arrestin 0.2%.
For CN(C)S(=O)(=O)c1cccc(NC(=S)N/N=C/c2cccc(O)c2)c1 the results were GALK inh 9%, Tb PFK inh -1%, Coupling enz 1, BCR signal inh inconclusive, PKM2 activator -3%, Giardia kill -9, Integrin act MD -5%, TSG101-PTAP inh 1%, Menin MLL FP TR 3%, S-ASM inh -3% and B2AR arrestin 0.2%.
For c1ccc(-c2nnc3n2N=C(c2ccc4c(c2)OCO4)CS3)nc1 the results were GALK inh 3%, Tb PFK inh 2%, Coupling enz 5, BCR signal inh inconclusive, PKM2 activator 0%, Giardia kill -19, Integrin act MD 8%, TSG101-PTAP inh -1%, Menin MLL FP TR -13%, S-ASM inh 2% and B2AR arrestin -0.1%.
For O=C(Nc1ccc(S(=O)(=O)Nc2nccc(C3Cc4ccccc4C(=O)O3)n2)cc1)c1ccccc1 (stereo not given) the results were GALK inh -1%, Tb PFK inh 1%, Coupling enz 0, BCR signal inh 0%, PKM2 activator -2%, Giardia kill -17, Integrin act MD 2%[7.66 µM], TSG101-PTAP inh -5%, Menin MLL FP TR -7%, S-ASM inh 12% and B2AR arrestin -0.1%.
Screening COc1ccc(Nc2nccc(OC)c2C#N)cc1 returned GALK inh 0%, Tb PFK inh -5%, Coupling enz 1, BCR signal inh inconclusive, PKM2 activator -2%, Giardia kill 1, Integrin act MD 6%, TSG101-PTAP inh -6%, Menin MLL FP TR 5%, S-ASM inh 28% and B2AR arrestin -1.2%.
Screening COc1ccc(CCNC(=O)c2cc(Cl)nc3ccccc23)cc1 returned GALK inh -7%, Tb PFK inh 0%, BCR signal inh 7%, PKM2 activator 18%, Giardia kill 14, Integrin act MD 0%, TSG101-PTAP inh -1%, S-ASM inh 13% and B2AR arrestin -0.1%.
